Compound activity: PubChem BioAssay, National Center for Advancing Translational Sciences (NCATS)
N370S GC mod – qHTS Assay for Inhibitors and Activators of N370S glucocerebrosidase as a Potential Chaperone Treatment of Gaucher Disease; Lysosomal acid glucosylceramidase (Homo sapiens), P04062; N370S GC spleen homogenate, 4MU-glucoside fluorescence; Potency, µM (doses to about 59.4 µM), for inactives: at the highest dose activity change, negative = inhibition, most hits filed as inhibitors; 0.092% of 330,000 active; AID 2101, 2009;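 also: 0% = full enzyme activity and -100% = no enzyme basal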
TDP1 inh – qHTS Assay for Inhibitors of Tyrosyl-DNA Phosphodiesterase (TDP1); Tyrosyl-DNA phosphodiesterase 1 (Homo sapiens), Q9NUW8; recombinant TDP1, AlphaScreen DNA substrate cleavage; Potency, µM (top dose mostly 130 µM), inactives show top-dose activity change, negative = inhibition, hits mostly inhibitors; 0.28% of 350,000 active; also: nearly all actives have a fitted effect of over 40% in size
Target sequence (Q9NUW8 whole entry, looked up): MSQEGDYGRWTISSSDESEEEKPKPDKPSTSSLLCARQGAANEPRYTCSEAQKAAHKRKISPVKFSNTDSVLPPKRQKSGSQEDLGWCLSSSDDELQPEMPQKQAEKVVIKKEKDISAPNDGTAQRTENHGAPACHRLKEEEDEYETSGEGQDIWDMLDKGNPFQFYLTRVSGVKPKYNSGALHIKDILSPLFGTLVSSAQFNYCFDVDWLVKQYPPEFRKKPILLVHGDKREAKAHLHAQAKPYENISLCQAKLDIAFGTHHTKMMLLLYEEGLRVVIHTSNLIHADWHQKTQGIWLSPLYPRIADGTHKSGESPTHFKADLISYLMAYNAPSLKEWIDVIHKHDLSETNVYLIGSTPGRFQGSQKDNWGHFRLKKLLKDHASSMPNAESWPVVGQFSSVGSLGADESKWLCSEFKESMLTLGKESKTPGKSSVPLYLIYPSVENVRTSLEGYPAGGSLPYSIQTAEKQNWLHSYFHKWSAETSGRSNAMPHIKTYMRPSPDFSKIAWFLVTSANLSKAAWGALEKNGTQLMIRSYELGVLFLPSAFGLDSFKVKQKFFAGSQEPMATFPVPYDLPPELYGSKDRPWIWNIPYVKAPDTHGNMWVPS
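AlphaScreen read-out: signal falls as enzyme removes the 3' tyrosine-FITC from a 5'-biotinylated DNA oligo (15 nM, 5 min, RT). Enzyme was E. coli-made recombinant Tdp1 at 1 nM, exposed to compound for 15 min beforehand; beads 10 ug/ml, 10 min.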
FEN1 inh – qHTS Assay for the Inhibitors of Human Flap endonuclease 1 (FEN1); 0.35% of 390,000 active; Potency, µM (highest dose often 114 µM), for inactives: top-dose activity change, negative = inhibition, most hits filed as inhibitors; Recombinant FEN1 flap cleavage, fluorescence, 15 min; also: nearly all actives have a fitted effect of over 65% in size
Target sequence (P39748 whole entry, looked up): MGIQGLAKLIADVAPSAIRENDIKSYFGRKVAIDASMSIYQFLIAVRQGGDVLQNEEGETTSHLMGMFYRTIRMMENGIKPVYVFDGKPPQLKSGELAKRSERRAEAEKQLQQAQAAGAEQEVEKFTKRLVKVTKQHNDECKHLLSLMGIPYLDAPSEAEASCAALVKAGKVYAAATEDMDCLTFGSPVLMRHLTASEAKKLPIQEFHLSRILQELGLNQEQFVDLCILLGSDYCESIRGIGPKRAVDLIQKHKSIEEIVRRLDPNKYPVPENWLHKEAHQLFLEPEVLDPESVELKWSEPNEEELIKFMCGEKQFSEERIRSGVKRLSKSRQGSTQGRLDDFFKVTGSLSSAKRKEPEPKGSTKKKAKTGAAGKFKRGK
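Reaction started by adding substrate (50 nM final) to 10 nM enzyme after 15 min room-temperature compound preincubation. Reads at 0 and 15 min, with data normalized and fitted to a four-parameter Hill equation.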
Active calls of the source: *; ? = inconclusive; nt = not tested or not shown; & = joins results of further samples; [ ] = another dose, or the depositor's remark. Calls follow the shape of the dose curve; as a rule, active = well fitted curve in the direction sought with a large enough effect; inconclusive = small, poorly fitted or top-dose-only effect, or another doubt; inactive = no such curve, though single readings can be large; an effect the other way counts as inactive or inconclusive. Unless noted, % is scaled to controls: 0 for no effect and ±100 for the full control effect; potency is read from the fitted curve at half-maximal effect.

SMILES	N370S GC mod	TDP1 inh	FEN1 inh
COC(=O)[C@H](C)N1C/C=C\COc2c(Cl)cc(Cl)cc2S1(=O)=O	nt	0%[56.1 µM]	-7%
O=C(CCNC(=O)c1ccc(Cl)cc1)NCc1ccccc1Cl	2%	4%	0%
Cc1[nH]c2ccc(Br)cc2c(=O)c1CN1CCCCCC1	-21%	nt	-9%
O=C(c1ncn(Cc2ccccc2)c1C(=O)N1CCc2ccccc2C1)N1CCc2ccccc2C1	nt	4%	-2%
COc1ccccc1NC(=O)CCC(=O)N/N=C(/C)c1ccc(C)cc1	-19%	1%	0%
O=S(=O)(c1ccccc1)C1CON(Cc2ccccc2)C1c1ccccc1 (stereo not given)	-15%	-1%	1%
Cc1ccc(OCC(=O)NCCNC(=O)c2cnccn2)cc1	2%	nt	-3%
Cc1nc2sc(C(=O)NCc3ccc(Cl)cc3)c(NC(=O)c3ccccc3)c2c(C)c1C	nt	-2%	-6%
C=C(C)CSc1nncn1/N=C/c1ccc(OC)cc1	-19%	8%	5%
CN(C)S(=O)(=O)N1CCC(Oc2ccc(C(=O)N3CCCCCCC3)cc2)CC1	0%	7%	-2%
CNC(=S)N1N=C(c2ccc(OC)cc2)CC1c1ccccc1Cl (stereo not given)	12%	4%	-12%
CCN(CC(=O)Nc1c(F)cccc1F)C(=O)c1cc(C)oc1C	1%	6%	7%
CC(C)CC(=O)c1c[nH]c(C(=O)NCCCN2CCOCC2)c1	1%	3%	5%
CCOC(=O)C1=NN(C(C)=O)C2(CC(=O)N(c3cc(C)cc(C)c3)C2=O)C1 (stereo not given)	-1%	8%	-3%
COc1ccc(S(=O)(=O)N(CCc2ccccc2)CC(=O)NC(C)C)cc1	-1%	4%	9%
CN1CCN(C(=O)CCC(=O)O)CC1	-4%	-2%	21%
CCOC(=O)C1(CCOC)CCN(C(C)CCc2ccc(OC)cc2)CC1 (stereo not given)	-14%	4%	19%
CCCCCCCCCCCCCCCCCCc1ccc(C(=O)/C=C/C(=O)O)cc1	8%	-9%	nt
O=C(Cn1ccccc1=O)c1cccs1	-2%	1%	-3%
O=C1CCCN1CCCNS(=O)(=O)c1ccc(F)cc1F	9%	nt	2%
FC(c1nc2ccccc2[nH]1)C(F)(F)F (stereo not given)	20%	-1%	1%
CCOC(=O)Cc1cc(=O)n2[nH]c(C)c(C#N)c2n1	-14%	4%	-2%
COC(=O)C1=C(C)N(C)C(=O)NC1c1ccc(O)c(OC)c1 (stereo not given)	10%	3%	0%
Cc1cc(Oc2nnnn2-c2ccccc2)ccc1Cl	6%	0%	-18%
CN(C)CCOc1ccc(Cl)cc1C(C)(C)C	?	-4%	2%
COC(=O)c1cc(-c2ccccc2)sc1NC(=O)c1cc(C)on1	2%	2%	nt
O=C(CC1(O)C(=O)Nc2ccccc21)c1cccnc1 (stereo not given)	1%	3%	-7%
O=C(CS(=O)c1cccc(C(F)(F)F)c1)Nc1ccc(Cl)cc1Cl (stereo not given)	-4%	6%	6%
Cc1ccc(-n2nc(C(=O)N3CCN(c4cccc(C(F)(F)F)c4)CC3)c3c4ccccc4n(C)c3c2=O)cc1	nt	2%	21%
CSc1nn2cc(CCN3CCOCC3)c(-c3ccc(F)cc3)nc2c1C#N	-8%	0%	-3%
CCC(=O)Nc1ccc(C(=O)CSc2nc3ccc(C)cc3[nH]2)cc1	-5%	1%	-6%
Nc1nnc(SCC(=O)OCc2ccc(Cl)c(Cl)c2)s1	-1%	0%	4%
CCCn1ncc(C(=O)N(C)C2CCCN(Cc3ccccc3F)C2)c1C (stereo not given)	-2%	4%	-15%
CC(=O)c1cccc(S(=O)(=O)N2CCCC(c3nc4c(nnn4Cc4ccc(C)cc4)c(=O)[nH]3)C2)c1 (stereo not given)	-18%	0%	2%
O=C(O)c1ccccc1C(=O)N1CCN(c2ccccc2)CC1	4%[2.35 µM]	2%	0%
O=C(COC(=O)c1ccccc1Br)Nc1nnc(-c2ccccc2)o1	4%	0%[0.505 µM]	-8%

Part of the list above, reformatted.
The line under a structure holds: N370S GC mod | TDP1 inh | FEN1 inh
- CSc1nn2cc(CCN3CCOCC3)c(-c3ccc(F)cc3)nc2c1C#N
 : -8% | 0% | -3%
- CCC(=O)Nc1ccc(C(=O)CSc2nc3ccc(C)cc3[nH]2)cc1
 : -5% | 1% | -6%
- Nc1nnc(SCC(=O)OCc2ccc(Cl)c(Cl)c2)s1
 : -1% | 0% | 4%
- CCCn1ncc(C(=O)N(C)C2CCCN(Cc3ccccc3F)C2)c1C (stereo not given)
 : -2% | 4% | -15%
- CC(=O)c1cccc(S(=O)(=O)N2CCCC(c3nc4c(nnn4Cc4ccc(C)cc4)c(=O)[nH]3)C2)c1 (stereo not given)
 : -18% | 0% | 2%
- O=C(O)c1ccccc1C(=O)N1CCN(c2ccccc2)CC1
 : 4%[2.35 µM] | 2% | 0%

Additional results follow:
SMILES	N370S GC mod	TDP1 inh	FEN1 inh
COCCC(=O)N1CCC(Oc2ccc(C(=O)N3C[C@@H]4CCC[C@H]3C4)cc2)CC1	-5%	3%	17%
COc1ccc(-c2cc(-c3ccccc3)nc(Cl)n2)cc1OC	?	nt	-5%
COc1ccc(CC2(CO)CCN(C(C)Cc3ccc(Cl)cc3)CC2)cc1 (stereo not given)	-11%	nt	6%
CCC(=O)NC(Nc1cccc(C)n1)(C(F)(F)F)C(F)(F)F	1%	1%	10%
COc1ccc(C(=O)N2CCC(C(=O)c3c(C)cc(C)cc3C)CC2)cc1	4%	0%	-13%
Cc1ccc(CNC(=O)CCn2cc(-c3ccc(C)cc3)nc2CCN)cc1	-18%	8%	-1%
CCCNC(=O)C1CCN(S(=O)(=O)c2cccc3nonc23)CC1	11%	-1%	0%
Cn1c(=O)c2c(SCC(=O)Nc3cccc(F)c3)nc(-c3ccco3)nc2n(C)c1=O	-17%	2%	5%
C/C(=N\NS(=O)(=O)c1ccc(Cl)c([N+](=O)[O-])c1)c1ccc(C)o1	10%	-3%	7%
CCCC(=O)NCc1ccncc1	3%	0%	nt
CCOC(=O)N1CCN(C(=O)c2ccccc2NC(=O)c2ccc(OC)cc2)CC1	-14%	-1%	1%
Cc1cc(NC(=O)COC(=O)c2ccco2)no1	6%	3%	6%
CCn1c2ccccc2c2cc(CN3CCN(S(=O)(=O)CC)CC3)ccc21	-13%	3%	nt
Cc1ccc(CNC(=O)Cn2cc(S(=O)(=O)Cc3ccccc3Cl)c3ccccc32)cc1	nt	6%	2%
CC1(NC(=O)Cc2ccc(S(=O)(=O)N3CCOCC3)s2)CCS(=O)(=O)C1 (stereo not given)	-1%	-4%	-3%
COc1ccccc1NC(=S)NCC1CCCO1 (stereo not given)	20%	0%	-12%
CNCC(O)c1ccc(O)c(O)c1 (stereo not given)	-24%&-9%&-1%	?	?
Cc1ccc(S(=O)(=O)NCC(=O)NCC(=O)N2CCC(C)CC2)cc1	4%	nt	-3%
Cc1cc(-c2nnc(CCC(=O)N(C)Cc3cccc4ccccc34)o2)no1	17%	4%	2%
CC(C(=O)Nc1cccnc1)n1cc([N+](=O)[O-])cn1 (stereo not given)	9%	6%	2%
CCCCc1ccc(S(=O)(=O)N2CCC3(CC2)OCCO3)cc1	2%	-4%	13%
Cc1cc(C(F)F)n2ncc(C(=O)N3CCCCC3)c2n1	-3%	1%[56.1 µM]	5%
Cc1c([N+](=O)[O-])cc(C(=O)Nc2ccc(Cc3ccncc3)cc2)cc1[N+](=O)[O-]	19%	8%	-5%
Cc1c2cnn(CC(=O)N3CCN(c4ccc(F)cc4)CC3)c(=O)c2c(C)n1Cc1ccc(F)cc1	nt	3%	-2%

Only TDP1 inh (3 entries from above):
SMILES | TDP1 inh
CN(C)S(=O)(=O)N1CCC(Oc2ccc(C(=O)N3CCCCCCC3)cc2)CC1 | 7%
CC(=O)c1cccc(S(=O)(=O)N2CCCC(c3nc4c(nnn4Cc4ccc(C)cc4)c(=O)[nH]3)C2)c1 (stereo not given) | 0%
CSc1nn2cc(CCN3CCOCC3)c(-c3ccc(F)cc3)nc2c1C#N | 0%

(list continues)
SMILES	N370S GC mod	TDP1 inh	FEN1 inh
O=C(CN1C(=O)COc2ccc(Cl)cc21)N1CCOCC1	-3%	4%	22%
C/C(N[C@@H]1CSCC1O)=C1/C(=O)CC2[C@@H]1C2(C)C (stereo not given in full)	-2%	5%	nt
CCOCCCNC(=O)Cc1c(C(=O)O)[nH]c2ccc(Cl)cc12	-1%	5%	-7%
CC[C@@H](C)[C@@H]1CN([C@@H](C)CN2CCC[C@H]2CN2C(N)=NC[C@H]2C(C)C)C(=N)N1CCc1ccc(Cl)c(Cl)c1	nt	1%	-2%
COc1ccc(-c2noc(CSc3nnc(Cc4ccccc4)n3-c3ccccc3)n2)cc1OC	nt	10%	-2%
COc1ccc(C2CC(c3ccccc3)=NN2C(=O)c2cccs2)cc1 (stereo not given)	?	5%	-8%
c1ccc(CSc2nnc(-c3ccco3)n2Cc2ccccc2)cc1	25%	2%	14%
Cc1ccc(S(=O)(=O)N2[C@@H](c3cccc(Cl)c3)C(C(=O)O)=CC[C@H]2c2ccc(Cl)c(Cl)c2)cc1	-4%	-20%	-33%
COc1cccc(COC(=O)C2CC(=O)N(Cc3ccco3)C2)c1OC (stereo not given)	-17%	2%	-4%
CC(=O)Nc1cccc(NC(=O)c2ccc(COc3ccccc3)cc2)c1	-1%	4%[0.0935 µM]	0%
NC(=O)C1CCN(C(=O)c2cnn(-c3ccccc3)c2NC(=O)c2cccc(F)c2)CC1	2%	-18%	-1%
Cc1ccccc1OCCNC(=S)Nc1ccccc1	-8%	0%	-6%
COc1ccc(CCNC(=O)CSCc2ccc(Br)cc2)cc1OC	0%	7%	-7%
CC(NC(=O)C1CCCCC1)c1ccc2c(c1)OCCO2 (stereo not given)	4%	2%	-3%
COc1ccc(C(=O)NNC(=O)CSc2nnc3ccccn23)cc1OC	nt	0%	18%
Cc1cc(C)nc(SCc2cccc(C(=O)O)c2)n1	0%	2%	8%
Cc1c(C(=O)N2CCCC2)c(S(=O)(=O)NCC(C)c2ccccc2)c(C)n1C (stereo not given)	-6%	2%	19%
COc1ccc(OC)c(NC(=O)c2c(NCc3ccc(OC)c(OC)c3)sc3c2CCC3)c1	nt	5%	-11%
Cc1ccc(C(=O)N2CCC(Cc3ccccc3)CC2)cc1[N+](=O)[O-]	0%	5%	-11%
CCC(C)Sc1nnc(CNC(=O)C23CC4CC(CC(C4)C2)C3)n1C1CCCCC1 (stereo not given)	9%	1%	1%
COc1ccc(C(c2c(C)n(C)n(-c3ccccc3)c2=O)c2c(C)n(C)n(-c3ccccc3)c2=O)cc1O	4%	5%	3%
COc1ccccc1NC(=O)CN1CCN(CC(=O)Nc2ccc(F)cc2F)CC1	-1%	nt	18%
Cn1c(/C(C#N)=C(\O)c2cc(Cl)sc2Cl)nc2ccccc21	7%	5%	-12%
O=C(Nc1ccccc1C(F)(F)F)N1CCC(CN2CCc3ccccc3C2)CC1	nt	0%	0%
CCC(=O)N1CCN(c2ccc(NC(=O)c3ccc(N4CCCC4)c([N+](=O)[O-])c3)cc2)CC1	-8%	0%	5%
Cc1cc(C)n2nc(C(=O)OCC(=O)N3C(C)CCCC3C)nc2n1 (stereo not given)	1%	nt	-2%
O=C(c1c[nH]c(C(=O)N2CCN(Cc3ccccc3)CC2)c1)C1CCCCC1	-6%	9%	15%
COC(=O)c1ccc(Oc2nc(N3CCCCC3)nc(N3CCOCC3)n2)cc1	-1%	1%	1%
O=C(COC(=O)[C@H](Cc1ccccc1)NC(=O)c1cccs1)Nc1ccccc1C(F)(F)F	5%	0%	-16%
Cc1ccc(C(=O)N2CCCC(Nc3ccc(C(C)C)cc3)C2)cn1 (stereo not given)	4%	1%	13%
Cc1cccc(NC(=O)COC(=O)CNC(=O)C2CCCCC2)c1	-4%	4%	-28%
O=c1c(O)c(-c2ccc(O)c(O)c2)oc2c(OC3OC(CO)C(O)C(O)C3O)c(O)cc(O)c12 (stereo not given)	12%	9%[56.1 µM]	nt
CCn1c(CNC(=O)COc2c(C)cccc2C)nnc1SCC(=O)Nc1nccs1	20%	1%	-1%
CC(=O)Nc1ccc(NC(=O)CCCNC(=O)c2ccc(Cl)cc2)cc1	6%	nt	0%
O=C(CCOc1ccccc1)Nc1ccc(S(=O)(=O)Nc2ncccn2)cc1	nt	0%[56.1 µM]	23%
O=C(NCc1ccccn1)c1cccn1-c1ncc(C(F)(F)F)cc1Cl	-16%	3%	-2%
CCOc1ccc(CCNC(=O)CSc2nnnn2-c2ccccc2)cc1OCC	nt	-7%	10%
COc1ccc(C(=O)NCC(=O)NCC(=O)OCc2ccc(Cl)cc2)cc1	-1%	nt	18%
CCOc1cc(N2CCOCC2)c(OCC)cc1NC(=O)c1c(C)noc1C	-1%	4%	14%
Cc1ccc(NC(=O)CNCC(c2ccccc2)N(C)C)cc1F (stereo not given)	2%	nt	-9%
